Screening data as filed in PubChem BioAssay.
SENP8 block = SENP8 protease inhibition; purified SENP8, Z-RLRGG-aminoluciferin cleavage, luminescence; inhibition, % at 10 µM; 330,000 tested, 1.2% active; AID 2540
Target sequence (Q96LD8 whole entry, looked up): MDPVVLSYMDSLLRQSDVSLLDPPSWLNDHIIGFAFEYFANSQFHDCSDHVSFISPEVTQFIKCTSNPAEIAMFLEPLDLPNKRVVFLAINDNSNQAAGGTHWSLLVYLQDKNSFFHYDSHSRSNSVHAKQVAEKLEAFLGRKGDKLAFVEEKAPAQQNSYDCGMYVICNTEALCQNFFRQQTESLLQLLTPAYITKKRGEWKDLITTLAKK
SENP7 inh = SENP7 protease inhibition. 330,000 tested, 1.5% active. recombinant SENP7, Z-RLRGG-aminoluciferin luminescence, 40 min. AID 434973. inhibition, % at 5 µM. Q9BQF6;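 active means inhibition above about 50% at the single test dose, limit read from the data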;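 further: plate controls were DMSO with enzyme for no effect and no enzyme buffer wells for full effect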
Target sequence (Q9BQF6 706-1050 limits assumed): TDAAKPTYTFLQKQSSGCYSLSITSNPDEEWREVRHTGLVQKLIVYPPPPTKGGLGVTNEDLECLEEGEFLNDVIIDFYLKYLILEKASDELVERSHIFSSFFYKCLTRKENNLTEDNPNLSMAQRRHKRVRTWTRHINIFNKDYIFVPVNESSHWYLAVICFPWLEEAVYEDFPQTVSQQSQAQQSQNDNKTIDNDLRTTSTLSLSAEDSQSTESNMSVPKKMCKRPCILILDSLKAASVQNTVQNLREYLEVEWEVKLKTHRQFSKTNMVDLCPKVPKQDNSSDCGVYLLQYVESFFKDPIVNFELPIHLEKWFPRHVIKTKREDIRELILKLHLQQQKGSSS
697 NFkB inh = lowers PMA/ionomycin-induced NF-kB signal in 697 B cells | 697 B-cell NF-kB luciferase reporter, 16 h | inhibition, % at 4 µM | 330,000 tested, 0.33% active | AID 435022; in the data active means inhibition above about 35%
UBC13 inh = inhibitors of human UBC13 polyubiquitin chain formation; P61088; TR-FRET; inhibition, % at 20 µM; 330,000 tested, 0.47% active; in the data active means inhibition above about 45%, passing the limit was not always enough; inconclusive means no clear call, values can overlap the other calls
Target sequence (P61088 whole entry, looked up): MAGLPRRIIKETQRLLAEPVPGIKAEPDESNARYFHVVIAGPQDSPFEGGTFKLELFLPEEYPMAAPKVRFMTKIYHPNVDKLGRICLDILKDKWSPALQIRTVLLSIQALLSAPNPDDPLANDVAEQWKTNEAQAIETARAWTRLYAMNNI
Apaf-1 inh = human Apaf-1 inhibition. O14727. reconstituted apoptosome caspase-3 activity, DEVD-Rh110 fluorescence. inhibition, % at 20 µM. 330,000 tested, 0.71% active; active means inhibition of at least 40% at 20 µM;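 further: plate controls were DMSO wells for no effect and DEVD-CHO caspase inhibitor wells for full effect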
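Material: reconstituted apoptosome with Apaf-1, cytochrome c, caspase-9, procaspase-3, dATP; medium: pH 7.5 Hepes buffer with CHAPS, BSA, DTT; also added: cytochrome c and DEVD-Rh110 substrate; timing: 30 min plus 50 min, RT; signal: Rh110 fluorescence intensity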
HKDC1 inhibitor = inhibitors of human hexokinase HKDC1; Q2TB90; recombinant HKDC1, G6PDH/diaphorase resazurin coupled fluorescence; inhibition, % at 20 µM; 340,000 tested, 0.16% active;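 active means inhibition above about 35% when tested at 20 µM, limit read from the data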;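 further: plate controls were DMSO wells with enzyme for no effect and DMSO wells lacking enzyme for full effect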
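Test system: recombinant HKDC1 (HK5) hexokinase enzyme, produced in-house / Doses: 20 µM test compound, 1% DMSO / Timing: 90 min, room temperature / Detection: G6PDH/diaphorase-coupled fluorescence, 1 mM NADP, 100 µM resazurin, 525/613 nm / Control set: DMSO wells with and without enzyme mix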
Jurkat NFkB inh = inhibitors of the PMA/ionomycin-induced NF-kB reporter in Jurkat cells. inhibition, % at 4 µM. 330,000 tested, 0.53% active. AID 435003. PMA/ionomycin-induced NF-kB luciferase reporter, luminescence
Gli-Sufu block = blocks Gli-Sufu signaling in a luciferase reporter; Sufu-KO-LIGHT fibroblasts, Gli luciferase reporter luminescence; AID 588413; inhibition, % at 5 µM; 340,000 tested, 0.74% active;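 active means inhibition above about 55%, limit read from the data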;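 further: 0% = DMSO-treated cells and 100% = wells with medium but no cells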
* = called active by the depositor; u = inconclusive; x = no result given. Unless noted, no stated cut-off is given here; in the data, active means inhibition above about 50%; inactive means the rest.

SMILES	SENP8 block	SENP7 inh	697 NFkB inh	UBC13 inh	Apaf-1 inh	HKDC1 inhibitor	Jurkat NFkB inh	Gli-Sufu block
O=C(COC(=O)c1n[nH]c2ccccc12)NCCc1ccc(Cl)cc1	-1	11	13	8	9	1	3	-3
CCN1CCN(C2=NC(=O)/C(=C/c3ccc(C)o3)S2)CC1	8	-6	-7	-8	2	-11	-5	-13
COc1cc(C(=O)Nc2cccc(C)n2)ccc1OCC(=O)N1CCOCC1	-13	-12	3	-5	9	-3	-10	-4
COc1ccc(S(=O)(=O)N2CCOCC2)cc1NC(=O)C1CC1	-11	-15	3	-10	0	-7	1	8
CCCCOCCCNC(=O)C1CCCCC1	-2	4	-13	-2	-16	-5	-4	1
Cc1cccc(NC(=O)CSc2ccc3nnc(-c4cccnc4)n3n2)c1	13	5	-3	-4	1	-3	-15	-1
COc1cc(NC(=O)C/C(C)=N/NC(=O)c2cccc(O)c2)c(OC)cc1Cl	2	6	14	-6	5	-9	3	-13
FC(F)Oc1ccc(NC(=S)NCc2ccco2)cc1Cl	-7	-2	-50	-17	16	-9	0	6
CN1C(=O)C(O)(CC(=O)c2ccncc2)c2ccccc21 (centres undefined)	0	4	1	-4	-17	-1	6	2
Cc1ccc2nc(C)c3c(c2c1)N(c1ccccc1)CC3	-10	9	-61	4	8	-6	44	21
CON(C)c1nc(C2CCCCC2)c2cc(C)ccc2n1	-3	1	9	6	34	5	32	26
C[C@H](CO)N1C[C@H](C)[C@@H](CN(C)C(=O)Nc2ccccc2)Oc2c(NC(=O)C3CCCCC3)cccc2C1=O	-1	5	4	5	4	-4	10	0
N#Cc1cnc(SCC(=O)Nc2ccccc2C(F)(F)F)nc1N	2	4	14	5	-8	6	5	-3
COc1ccc2c(Cl)c(C(=O)N/N=C3\CCCC(=O)C3)sc2c1	1	-2	-4	-5	8	-8	0	-25
Cc1ccc(-n2nc3c(=O)n(C(C)C(=O)NCc4ccc5c(c4)OCO5)nc(C)c3c2C)cc1 (centres undefined)	-3	-2	-11	2	8	-2	19	14
Cc1ccccc1CO/N=C/c1[nH]ncc1Br	-3	5	10	7	1	-1	22	11
CS(=O)(=O)c1ccc(N)c(SSc2cc(S(C)(=O)=O)ccc2N)c1	2	-5	16	-34	-12	9	3	-11
Cc1ccccc1NC(=O)CSc1nc2ccccc2c2nc(CCn3cncc3C)nn12	-5	-6	-16	-7	5	-7	-14	-6
O=C(c1coc(=O)c(Br)c1)N1CCC(C(O)(c2ccccc2)c2ccccc2)CC1	-8	-3	3	0	-21	4	-9	18
CCc1[nH]nc(C(=O)N2CCCC(Nc3ccc(C(C)C)cc3)C2)c1C (centres undefined)	-4	-4	4	0	16	-2	20	3
Cc1cc(NC(=O)Nc2ccccc2)n(-c2ccccc2)n1	-6	3	19	3	-2	-1	15	-10
O=S(=O)(NCC1CC1)c1cc(Cl)cc(Cl)c1	-12	-1	-2	-8	4	-2	-3	1
NC(=O)C1(N2CCCCC2)CCN(C(=S)NCCc2ccccc2)CC1	-6	-4	2	-2	6	-6	-8	-5
CC(C)CNC(CC(=O)O)c1ccccc1 (centres undefined)	-1	-3	17	10	-9	-7	-3	-5
CCOc1ccc(S(=O)(=O)Nc2ccc(C(=O)N3CC(C)OC(C)C3)cc2)cc1 (centres undefined)	-1	2	2	0	4	-4	21	-5
O=C(NCC(c1ccco1)N1CCOCC1)c1c(F)cccc1F (centres undefined)	9	3	12	-3	-1	1	-1	1
O=C(NCCc1ccccc1)C1CCN(S(=O)(=O)N2CCCCCC2)CC1	-7	6	-4	-14	4	-2	1	11
O=c1c2sccc2[nH]c(=S)n1Cc1ccccc1	-6	-5	-13	u	5	-10	-1	6
CCOC(=O)C1=C(C)NC(=S)NC1C (centres undefined)	5	9	-5	-6	4	14	7	0
COc1ccc(CC(=O)Nc2nc(-c3cc(OC)ccc3OC)cs2)cc1	-9	-5	-2	5	12	19	13	3
COc1cc(S(=O)(=O)NCc2cccnc2)ccc1F	5	-5	-6	-2	10	-5	16	-3
CCCCn1c(=N)n(CCOc2ccc(C)cc2)c2ccccc21	-10	-10	-28	6	13	-6	-4	-5
O=C(CC1S/C(=N\S(=O)(=O)c2ccc(F)cc2)N(c2ccccc2)C1=O)Nc1ccccc1 (centres undefined)	-3	0	19	-3	7	6	12	-5
CN(CC(=O)Nc1cccc(F)c1)C(=O)CCCN1C(=O)c2cccc3cccc(c23)C1=O	-17	-16	-6	9	16	3	-8	-11
CCN1CCCC1CNC(=O)CSc1cc(=O)n(C)c2cc(Cl)ccc12 (centres undefined)	-9	-3	-16	6	2	-2	-18	3
CC[C@]12c3[nH]c4cc(CCC(=O)N(C)C)ccc4c3CCN1C(=O)[C@@H](CC(=O)NC(C)(C)C)C[C@@H]2C(=O)N1CCN(C(=O)C2CC2)CC1	x	-2	9	x	4	-2	x	3
Cn1c(CNC(=O)c2ccccc2F)cc2ccccc21	-4	-10	-2	-2	-5	-4	4	5
CC(CNC(=O)c1ccccc1Cl)c1ccccc1 (centres undefined)	-5	-13	-50	4	4	1	-44	-30
CCCc1c(C)c2ccccc2[nH]c1=O	-3	7	14	13	-5	6	-1	4
CC(=O)Oc1ccc(/C=N/NC(=O)C2CCCN2S(=O)(=O)c2ccc(Cl)cc2)cc1 (centres undefined)	5	-2	5	0	1	3	-7	0
C/C(=N/Nc1nc(C)c(C)s1)c1cccc([N+](=O)[O-])c1	-13	-10	-25	-3	-4	0	-43	-24
CC(NC(=O)COC(=O)COc1cccc2c1OC(C)(C)C2)c1ccccc1 (centres undefined)	3	-8	-12	0	4	-6	12	2
CN(C)C(CNC(=O)c1cnc(Cl)c(Cl)c1)c1ccccc1 (centres undefined)	4	5	-17	-6	4	-2	12	38
CCC(=O)Nc1ccc(C(=O)COC(=O)CCN2C(=O)C3CC=CCC3C2=O)cc1 (centres undefined)	-18	-6	21	-4	-11	-2	-2	6
CNC(=S)Nc1ccc(C)c(NC(=S)NC)c1	5	1	7	2	-37	3	8	-2
COc1ccc(NC(=O)Nc2cnccn2)c(OC)c1	-1	-9	6	9	11	0	-17	-2
Cc1cccc(CN2C(=O)/C(=C\c3ccc(C(=O)NCCN4CCOCC4)cc3)Sc3ccccc32)c1	-3	7	-7	27	16	-4	-10	0
CC(C)(C)NC(=O)CCCSc1nc2ccccc2s1	-11	-4	-97	-18	18	-4	-74	-64
Cc1cc(C)c(S(=O)(=O)N2CCN(C(=O)N3CCOCC3)CC2)c(C)c1	-2	-14	-16	-8	9	-3	-15	-1
CCCCCCn1c(SCCN2CCOCC2)nc2c1c(=O)[nH]c(=O)n2C	-5	0	4	6	-7	6	-9	-4
O=C(CSC(=S)N1CCOCC1)Nc1nc(-c2ccccc2)c(-c2ccccc2)o1	0	3	4	-1	13	11	4	2
COC(C[C@H](O)CC(=O)COCc1ccccc1)OC	-3	5	18	-9	2	-3	5	7
Cc1ccccc1C(=O)NC(=S)Nc1ccc(S(=O)(=O)N2CCN(C)CC2)cc1	3	1	4	2	2	3	7	4
O=C(Nc1ccc(F)cc1)Nc1cccc(Br)c1	-1	8	-2	6	-2	-1	-23	-11
COc1ccc(CCNC(=O)c2ccc(N(C)S(=O)(=O)c3ccc(C)cc3)cc2)cc1OC	1	3	22	6	2	2	2	16
c1ccc(OCc2nc3ccccc3s2)cc1	88*	95*	-169	-22	12	-2	-148	-111
CCOC(=O)C1CCN(C(=O)c2ccc(N3CCOCC3)c([N+](=O)[O-])c2)CC1	4	1	6	0	5	-2	-16	4
Cc1cccc(OCCSc2nnc(-c3ccoc3C)n2C)c1	-7	9	-4	-2	16	-4	8	3
CCOC(=O)C1(Cc2cccc(Cl)c2)CCCN(C(=O)CCSC)C1 (centres undefined)	-12	7	-21	2	-6	4	-16	14
Cc1noc(C)c1S(=O)(=O)N1CCC(C(=O)N2CCC(C)CC2)CC1	2	5	17	2	0	0	3	-9

Three structures out of the list, ordered by SMILES length, falling:
SMILES	SENP8 block	SENP7 inh	697 NFkB inh	UBC13 inh	Apaf-1 inh	HKDC1 inhibitor	Jurkat NFkB inh	Gli-Sufu block
Cc1cc(C)c(S(=O)(=O)N2CCN(C(=O)N3CCOCC3)CC2)c(C)c1	-2	-14	-16	-8	9	-3	-15	-1
CN(C)C(CNC(=O)c1cnc(Cl)c(Cl)c1)c1ccccc1 (centres undefined)	4	5	-17	-6	4	-2	12	38
Cc1cccc(OCCSc2nnc(-c3ccoc3C)n2C)c1	-7	9	-4	-2	16	-4	8	3

2 of these compounds in another layout.
Values in the order: SENP8 block	SENP7 inh	697 NFkB inh	UBC13 inh	Apaf-1 inh	HKDC1 inhibitor	Jurkat NFkB inh	Gli-Sufu block
> NC(=O)C1(N2CCCCC2)CCN(C(=S)NCCc2ccccc2)CC1
    -6	-4	2	-2	6	-6	-8	-5
> CC(C)CNC(CC(=O)O)c1ccccc1 (centres undefined)
    -1	-3	17	10	-9	-7	-3	-5

Part of the list above, showing only Apaf-1 inh and SENP7 inh.
SMILES | Apaf-1 inh | SENP7 inh
c1ccc(OCc2nc3ccccc3s2)cc1 | 12 | 95*
Cc1cccc(OCCSc2nnc(-c3ccoc3C)n2C)c1 | 16 | 9
COc1ccc(NC(=O)Nc2cnccn2)c(OC)c1 | 11 | -9
CC(NC(=O)COC(=O)COc1cccc2c1OC(C)(C)C2)c1ccccc1 (centres undefined) | 4 | -8
CCCCCCn1c(SCCN2CCOCC2)nc2c1c(=O)[nH]c(=O)n2C | -7 | 0
CC(C)(C)NC(=O)CCCSc1nc2ccccc2s1 | 18 | -4
C/C(=N/Nc1nc(C)c(C)s1)c1cccc([N+](=O)[O-])c1 | -4 | -10

Other compounds
SMILES	SENP8 block	SENP7 inh	697 NFkB inh	UBC13 inh	Apaf-1 inh	HKDC1 inhibitor	Jurkat NFkB inh	Gli-Sufu block
c1ccc(COCCCn2cc(-c3ccccc3)nn2)cc1	8	1	19	-7	6	4	-4	-6
COC(=O)[C@@]12CCCN1[C@H](c1ccc(-c3ccc4c(c3)OCO4)cc1)[C@H]1C(=O)N(C)C(=O)[C@H]12	-5	1	4	9	10	-4	-19	-5
CC(C)(C)C(=O)O/N=C1\CCS(=O)(=O)c2sccc21	-12	-7	1	0	-3	-12	-3	-6
O=C(O)C1CCCCN1S(=O)(=O)c1ccc2ccccc2c1 (centres undefined)	1	-3	27	3	-3	3	4	0
Cc1nc2c(-c3ccccc3)c(C)nn2c(C)c1CCC(=O)O	8	4	14	-1	4	7	15	10
C=CCOC(=O)C1=C(C)N=C2SCCC(=O)N2C1c1cccs1 (centres undefined)	-2	0	1	-3	12	0	3	8
O=C(CSc1ncn[nH]1)Nc1ccc(OCc2ccccc2)cc1	20	18	-21	2	-2	-9	-21	-19
Cc1ccc(-n2c(C)c([N+](=O)[O-])c3ccc(O)cc32)cc1	-2	3	-19	-8	-10	x	10	x
CCOc1ccc(NC(=O)c2ccco2)cc1	-14	4	-82	6	-6	-8	-100	-68
COc1ccc(N2CCN(C(=O)c3ccc4[nH]c(C)c(C)c4c3)CC2)cc1	3	3	-3	-3	19	4	-5	-2
COc1ccc(C2C(CC(=O)O)=C(Nc3ccccc3)C(=O)N2c2ccccc2)cc1 (centres undefined)	-1	2	-33	-3	9	-6	-11	-23
O=C(NCCCN1CCOCC1)C1(c2ccccc2)CCCC1	0	-1	18	3	-9	-6	17	7
Cc1cccc(C)c1NC(=S)Nc1ccc(Cl)c(Cl)c1	-2	-8	16	8	7	4	9	8
CC(c1ccco1)N(C(=O)c1cccs1)c1ccccn1 (centres undefined)	-12	-7	-2	-7	0	7	-5	-2
O=C(CN1CCN(c2cccc(C(F)(F)F)c2)CC1)N(C1CCCC1)C1CCS(=O)(=O)C1 (centres undefined)	8	1	1	3	-5	-5	-3	8
